Assay outcomes deposited in PubChem by several laboratories.
ABHD5 PLIN5 PPI: ABHD5-PLIN5 protein interaction inhibition | Q00G26+Q8WTS1 | Split G. princeps luciferase complementation, luminescence, 4 h | inhibition, % at 4 µM | 0.78% of 360,000 active | AID 602281;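 active means inhibition above the mean inhibition across every tested compound plus 3 SD, cut at about 22% in these data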;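 further: 0% = DMSO only wells and the 100% control is not disclosed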
aDG glyco act: increases alpha dystroglycan glycosylation | Pro5-aDG cells, alpha-DG glycosylation AlphaScreen (IIH6); 0% Pro5, 100% B10-LARGE cell signal | activation, % at 10 µM | 0.22% of 360,000 active;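 active means activation of at least 8% versus controls, or a plate z-score of at least 8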;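 further: Pro5 are CHO cells carrying HIG-tagged alpha-DG that lacks glycosylation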
H9c2 protect: protects H9c2 cardiomyocytes from peroxide injury; H2O2 injury protection, ATPLite, 2 h; protection from H2O2 cell death, % at 20 µM; 0.63% of 360,000 active; AID 588492;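 active means compounds giving at least 50% protection of heart cells from peroxide-induced death in the single-dose screen, raw or plate-pattern-corrected value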;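 further: 0% = DMSO wells with peroxide and 100% = DMSO wells without peroxide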
HTR2A ag: activates the mouse 5-HT2A serotonin receptor | P35363 | CHO-K1 mHTR2A beta-arrestin complementation, luminescence; percent of 30 µM serotonin response | activation, % at 7.6 µM | 0.66% of 360,000 active | AID 624169;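 active means activation above a run cutoff, the mean activation of all tested compounds plus 3 SD, cut at about 14% in these data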;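 further: 0% = plate median of compound wells and 100% = 30 µM serotonin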
Target sequence (P35363 whole entry, looked up): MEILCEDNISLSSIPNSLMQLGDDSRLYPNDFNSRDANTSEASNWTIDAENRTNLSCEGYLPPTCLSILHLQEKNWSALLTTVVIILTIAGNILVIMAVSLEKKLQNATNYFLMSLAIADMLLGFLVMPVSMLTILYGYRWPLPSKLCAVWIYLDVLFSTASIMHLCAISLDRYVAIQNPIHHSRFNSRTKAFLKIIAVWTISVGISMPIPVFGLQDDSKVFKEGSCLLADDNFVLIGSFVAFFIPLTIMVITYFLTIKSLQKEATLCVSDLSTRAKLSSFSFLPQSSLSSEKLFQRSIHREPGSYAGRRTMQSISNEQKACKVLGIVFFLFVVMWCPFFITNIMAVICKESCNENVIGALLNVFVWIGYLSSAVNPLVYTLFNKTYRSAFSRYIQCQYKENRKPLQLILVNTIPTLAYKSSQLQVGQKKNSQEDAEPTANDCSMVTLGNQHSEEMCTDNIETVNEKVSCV
Glyco luc inh: blocks N-linked glycosylation in D54 reporter cells; D54 ERlucT glycosylation luciferase reporter, 24 h; percent of 100 nM tunicamycin response; reporter increase, % at 12.5 µM; 0.23% of 360,000 active;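 active means mean luciferase reporter signal, scaled so untreated is 0 and the glycosylation-blocking control 100, at or above a set limit in every replicate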;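 further: luciferase carries N-glycosylation sites so blocking glycosylation raises the light; 0% = median of neutral control wells and 100% = median of 100 nM tunicamycin wells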
MC4R ag barr: activates human MC4R beta-arrestin recruitment; activation, % at 8.9 µM; P32245; U2OS MC4R beta-arrestin complementation, luminescence; percent of melanotan II response, DMSO zero; 0.98% of 360,000 active;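 active means activation above a per-plate cutoff, the mean activation of sample wells on that plate plus 3 SD, cut at about 8% in these data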
Target sequence (P32245 whole entry, looked up): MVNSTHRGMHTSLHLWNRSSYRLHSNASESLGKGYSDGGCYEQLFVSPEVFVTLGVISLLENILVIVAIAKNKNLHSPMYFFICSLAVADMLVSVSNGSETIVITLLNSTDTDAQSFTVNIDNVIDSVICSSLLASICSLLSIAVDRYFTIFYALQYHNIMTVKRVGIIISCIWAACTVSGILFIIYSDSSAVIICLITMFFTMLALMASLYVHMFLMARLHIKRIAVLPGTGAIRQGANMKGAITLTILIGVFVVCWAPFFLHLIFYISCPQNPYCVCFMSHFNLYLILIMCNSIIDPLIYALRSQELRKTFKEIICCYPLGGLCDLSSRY
ABCB6 inh 2: inhibitors of human ABC transporter ABCB6; fluorescence ratio to DMSO, % at 10 µM; Q9NP58; 0.19% of 360,000 active; AID 602162; K562-ABCB6 porphyrin accumulation, flow cytometry, 1 h; stronger effect = lower value;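 active means fluorescence ratio to DMSO below 75%, the collection mean minus 3 SD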;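 further: signal is porphyrin accumulated inside mitochondria; 100% equals median channel fluorescence of DMSO control wells; lower ratio means ABCB6 inhibition with less porphyrin fluorescence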
Granule exo inh: blocks lytic granule exocytosis; TALL-104 LAMP-1 surface exposure, flow cytometry; cells stimulated with thapsigargin and PMA; inhibition, % at 10 µM; 0.66% of 360,000 active; AID 651702;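 active means inhibition above about 55%, limit read from the data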
hiPSC survival: hiPSC single-cell survival enhancement; AID 602274; survival enhancement, % at 20 µM; ATPlite luminescence; 100% = ROCK inhibitor wells, 0% = DMSO; 0.044% of 360,000 active; in the data active means survival enhancement above about 18%;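 further: cells exposed to compounds for 16 hours before the ATP read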
MC4R antag cAMP: antagonists of human melanocortin 4 receptor (MC4R) | P32245 | MC4R-expressing cells, MTII-stimulated cAMP, LANCE TR-FRET | inhibition, % at 6.5 µM | 0.48% of 360,000 active | AID 540295;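 active means inhibition above its plate's cutoff, the mean of tested wells on that plate plus 3 SD, cut at about 29% in these data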;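 further: 0% = Melanotan II alone and 100% = Melanotan II plus saturating MCL0020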
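Assay system: U2OS cells stably expressing human melanocortin 4 receptor (MC4R) / Dosing: 6.5 µM / Timing: compound 30 min, challenge 1 h, detection 1 h / Measured by: Eu-cAMP/anti-cAMP TR-FRET, emission 671 nm / Replicates: singlicate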
Numbers without * were called inactive.

O=C(O)c1ccc(N2C(=O)CC(SC(=Nc3ccccc3)Nc3ccccc3)C2=O)cc1 (stereo not drawn) was read as ABHD5 PLIN5 PPI 12, aDG glyco act 0.0, H9c2 protect 3, HTR2A ag -1, Glyco luc inh 1, MC4R ag barr 1.1, ABCB6 inh 2 96, Granule exo inh 2, hiPSC survival 0.6 and MC4R antag cAMP 10.
Screening COc1cc(/C=C2\SC(N3CCC(C)CC3)=NC2=O)ccc1O returned ABHD5 PLIN5 PPI 1, aDG glyco act -0.1, H9c2 protect -8, HTR2A ag -14, Glyco luc inh 9, MC4R ag barr -2.5, ABCB6 inh 2 96, Granule exo inh -8, hiPSC survival 0.8 and MC4R antag cAMP 1.
`O=C(NC1CCCCC1)N1CCN(CCc2ccccc2)CC1` gave ABHD5 PLIN5 PPI 7, aDG glyco act 0.2, H9c2 protect 5, HTR2A ag -1, Glyco luc inh -2, MC4R ag barr -0.8, ABCB6 inh 2 105, Granule exo inh -1, hiPSC survival -2.0 and MC4R antag cAMP 3.
Screening Cc1cccc(NC(=O)CSCC(=O)NNC(=O)c2ccoc2C)c1 returned ABHD5 PLIN5 PPI 0, aDG glyco act 0.0, H9c2 protect -2, HTR2A ag -2, Glyco luc inh 2, MC4R ag barr 0.4, ABCB6 inh 2 102, Granule exo inh -3, hiPSC survival -0.1 and MC4R antag cAMP 0.
For COc1cc(NC(=O)CSc2ncnc3c2cnn3Cc2ccccc2)cc(OC)c1 the results were ABHD5 PLIN5 PPI -8, aDG glyco act 0.3, H9c2 protect -8, HTR2A ag -5, Glyco luc inh -1, MC4R ag barr 0.8, ABCB6 inh 2 90, Granule exo inh 5, hiPSC survival 0.3 and MC4R antag cAMP 1.
For CSc1nnc(C)c(/C=C/Nc2ccc(C)cc2)n1 the results were ABHD5 PLIN5 PPI 6, aDG glyco act 0.3, H9c2 protect -2, HTR2A ag -4, Glyco luc inh 0, MC4R ag barr 0.2, ABCB6 inh 2 94, Granule exo inh -2, hiPSC survival 1.3 and MC4R antag cAMP 8.
Cc1cc(C)cc(NC(=O)COC(=O)Cc2ccccc2F)c1 was read as ABHD5 PLIN5 PPI -1, aDG glyco act 0.1, H9c2 protect -5, HTR2A ag -1, Glyco luc inh 3, MC4R ag barr -1.9, ABCB6 inh 2 92, Granule exo inh 2, hiPSC survival -0.1 and MC4R antag cAMP -7.
For CN(C)Cc1cc(OCc2ccccc2)cc(CN(C)C)c1O the results were ABHD5 PLIN5 PPI -1, aDG glyco act 0.3, H9c2 protect 7, HTR2A ag -5, Glyco luc inh 1, MC4R ag barr -0.3, ABCB6 inh 2 95, Granule exo inh 0, hiPSC survival 0.7 and MC4R antag cAMP -5.
Screening COc1ccc(S(=O)(=O)Nc2ccc3c(c2)CCC3)cc1 returned ABHD5 PLIN5 PPI -5, aDG glyco act 0.1, H9c2 protect -19, HTR2A ag 3, Glyco luc inh -2, MC4R ag barr -0.3, ABCB6 inh 2 105, Granule exo inh -2, hiPSC survival 1.8 and MC4R antag cAMP 2.
Cc1[nH]n(-c2ccccc2)c(=O)c1C=NCc1ccncc1 was read as ABHD5 PLIN5 PPI -10, aDG glyco act -0.1, H9c2 protect -4, HTR2A ag -2, Glyco luc inh 2, MC4R ag barr 1.1, ABCB6 inh 2 97, Granule exo inh 0, hiPSC survival -0.3 and MC4R antag cAMP 8.
`CCCN1C2CCCC1CC(NC(=O)c1cccc(OC)c1)C2` (stereo not drawn) gave ABHD5 PLIN5 PPI 3, aDG glyco act -0.1, H9c2 protect 1, HTR2A ag 1, Glyco luc inh 2, MC4R ag barr -0.4, ABCB6 inh 2 94, Granule exo inh -2, hiPSC survival -0.1 and MC4R antag cAMP 0.
For Cc1ccc(-n2cnnn2)c(S(=O)(=O)N2CCOCC2)c1 the results were ABHD5 PLIN5 PPI -3, aDG glyco act -0.2, H9c2 protect 1, HTR2A ag -3, Glyco luc inh 2, MC4R ag barr -1.6, ABCB6 inh 2 102, Granule exo inh 5, hiPSC survival 13 and MC4R antag cAMP 9.
`COc1cccc(CNS(=O)(=O)c2cc(-c3cc(C)no3)ccc2C(C)C)c1` gave ABHD5 PLIN5 PPI -1, aDG glyco act -0.2, H9c2 protect -4, HTR2A ag -1, Glyco luc inh 2, MC4R ag barr -0.4, ABCB6 inh 2 98, Granule exo inh 2, hiPSC survival -0.1 and MC4R antag cAMP -4.
`CC(C)(C)NC(=O)c1cccc(NC(=O)Cc2ccc(Br)cc2)c1` gave ABHD5 PLIN5 PPI 1, aDG glyco act -0.1, H9c2 protect -2, HTR2A ag -4, Glyco luc inh -1, MC4R ag barr -2.2, ABCB6 inh 2 90, Granule exo inh 1, hiPSC survival -2.7 and MC4R antag cAMP 17.
`O=C(Nc1cccc(OC(F)(F)F)c1)C1Cc2c(-c3ccc(Cl)cc3)ccnc2O1` (stereo not drawn) gave ABHD5 PLIN5 PPI 7, aDG glyco act 0.8, H9c2 protect -22, HTR2A ag -1, Glyco luc inh 2, MC4R ag barr 3.3, ABCB6 inh 2 91, Granule exo inh 12, hiPSC survival -1.4 and MC4R antag cAMP -3.
Screening CC(=O)Nc1ccc(NC(=O)c2cc[n+]([O-])cc2)cc1 returned ABHD5 PLIN5 PPI -3, aDG glyco act 0.0, H9c2 protect 3, HTR2A ag 7, Glyco luc inh -1, MC4R ag barr -0.6, ABCB6 inh 2 95, Granule exo inh 4, hiPSC survival -0.2 and MC4R antag cAMP 1.
Screening COc1ccc(CC(O)CC2c3c(cc4c(c3OC)OCO4)CCN2C)cc1 (stereo not drawn) returned ABHD5 PLIN5 PPI -3, aDG glyco act 0.1, H9c2 protect 2, HTR2A ag -15, Glyco luc inh 3, MC4R ag barr -1.1, ABCB6 inh 2 96, Granule exo inh 7, hiPSC survival -0.3 and MC4R antag cAMP 8.
For Cc1ccc(C)c(OCC(=O)NNC(=O)C2CCC2)c1 the results were ABHD5 PLIN5 PPI -8, aDG glyco act 0.0, H9c2 protect 1, HTR2A ag 2, Glyco luc inh 1, MC4R ag barr 1.0, ABCB6 inh 2 100, Granule exo inh 6, hiPSC survival -0.4 and MC4R antag cAMP 20.
Cc1ccc(/C=N/Nc2ccc(F)cc2)s1 was read as ABHD5 PLIN5 PPI 2, aDG glyco act -0.2, H9c2 protect -2, HTR2A ag -1, Glyco luc inh 1, MC4R ag barr -1.2, ABCB6 inh 2 110, Granule exo inh 1, hiPSC survival -0.5 and MC4R antag cAMP 11.
`CC(=O)Oc1cccc(C(=O)Nc2cccc(C(=O)Nc3ccccc3C(=O)O)c2)c1` gave ABHD5 PLIN5 PPI -2, aDG glyco act -0.1, H9c2 protect 7, HTR2A ag 3, Glyco luc inh 2, MC4R ag barr -0.7, ABCB6 inh 2 109, Granule exo inh 3, hiPSC survival -0.8 and MC4R antag cAMP 6.
Screening CC1CC(C)CN(c2ncc3c(n2)CC(c2ccccc2)CC3=O)C1 (stereo not drawn) returned ABHD5 PLIN5 PPI -2, aDG glyco act 0.1, H9c2 protect 6, HTR2A ag 6, Glyco luc inh 0, MC4R ag barr 1.6, ABCB6 inh 2 116, Granule exo inh 0, hiPSC survival 3.6 and MC4R antag cAMP 5.
CC[C@@H](C)[C@H](NC(=O)Cc1c(C)c2cc3c(C)coc3c(C)c2oc1=O)C(=O)O was read as ABHD5 PLIN5 PPI 3, aDG glyco act 0.0, H9c2 protect 0, HTR2A ag -3, Glyco luc inh 2, MC4R ag barr -0.2, ABCB6 inh 2 98, Granule exo inh -2, hiPSC survival 0.8 and MC4R antag cAMP 7.
`COc1cccc(-c2cccc(NC(=O)C3CCN(Cc4nccs4)CC3)c2)c1` gave ABHD5 PLIN5 PPI 0, aDG glyco act 0.0, H9c2 protect -1, HTR2A ag -3, MC4R ag barr -3.8, ABCB6 inh 2 107, Granule exo inh 0, hiPSC survival -0.2 and MC4R antag cAMP 5.
Screening Cc1noc(/C=C/c2ccco2)c1S(=O)(=O)N1CCC(C(=O)N2CCc3ccccc3C2)CC1 returned ABHD5 PLIN5 PPI 22*, aDG glyco act 0.1, H9c2 protect 5, HTR2A ag -5, Glyco luc inh -5, MC4R ag barr -1.9, ABCB6 inh 2 101, Granule exo inh 2, hiPSC survival 4.1 and MC4R antag cAMP 0.
Screening CCCCn1c(NCc2ccccn2)nc2ccccc21 returned ABHD5 PLIN5 PPI 2, aDG glyco act 0.3, H9c2 protect 4, HTR2A ag 0, Glyco luc inh 1, MC4R ag barr -0.8, ABCB6 inh 2 103, Granule exo inh -3, hiPSC survival -1.5 and MC4R antag cAMP 2.
`COc1cc(/C=N/n2c(-c3ccccc3)n[nH]c2=S)cc(OC)c1OC` gave ABHD5 PLIN5 PPI 0, aDG glyco act -0.2, H9c2 protect -3, HTR2A ag 5, Glyco luc inh 5, MC4R ag barr -1.8, ABCB6 inh 2 94, Granule exo inh -1, hiPSC survival 0.3 and MC4R antag cAMP -4.
For O=C(Nc1ccon1)Nc1ccc(F)cc1F the results were ABHD5 PLIN5 PPI -6, aDG glyco act -0.2, H9c2 protect -1, HTR2A ag 4, Glyco luc inh 1, MC4R ag barr -3.2, ABCB6 inh 2 97, Granule exo inh 0, hiPSC survival 0.0 and MC4R antag cAMP 3.
`CNc1cc(C)nc(N2CCOCC2)n1` gave ABHD5 PLIN5 PPI -8, aDG glyco act 0.2, H9c2 protect 4, HTR2A ag 1, Glyco luc inh 3, MC4R ag barr 3.2, ABCB6 inh 2 97, Granule exo inh -4, hiPSC survival -0.4 and MC4R antag cAMP 17.
Screening O=C(NCC(O)c1ccccc1)Nc1cccs1 (stereo not drawn) returned ABHD5 PLIN5 PPI -6, aDG glyco act 0.0, H9c2 protect -3, HTR2A ag -2, Glyco luc inh 0, MC4R ag barr 0.0, ABCB6 inh 2 89, Granule exo inh 6, hiPSC survival 0.2 and MC4R antag cAMP -2.
COc1ccc(CCNC(=O)c2cc(-c3ccco3)on2)cc1OC was read as ABHD5 PLIN5 PPI 0, aDG glyco act -0.3, H9c2 protect -4, HTR2A ag 0, Glyco luc inh 63*, MC4R ag barr -0.1, ABCB6 inh 2 95, Granule exo inh 3, hiPSC survival 1.1 and MC4R antag cAMP 1.
For Cc1cc2nnc(SC(C)C#N)n2c2ccccc12 (stereo not drawn) the results were ABHD5 PLIN5 PPI 4, aDG glyco act -0.1, H9c2 protect 1, HTR2A ag -3, Glyco luc inh 2, MC4R ag barr -0.9, ABCB6 inh 2 88, Granule exo inh 3, hiPSC survival 0.0 and MC4R antag cAMP -6.
`CCc1nnc(NC(=O)CC23CC4CC(CC(C4)C2)C3)s1` gave ABHD5 PLIN5 PPI 0, aDG glyco act 0.0, H9c2 protect -2, HTR2A ag 3, Glyco luc inh -2, MC4R ag barr 2.2, ABCB6 inh 2 90, Granule exo inh -6, hiPSC survival 1.3 and MC4R antag cAMP -1.
Screening Cc1cccc(OCC(=O)NCCNC(=O)c2cccnc2)c1 returned ABHD5 PLIN5 PPI 3, aDG glyco act 0.1, H9c2 protect 3, HTR2A ag 1, Glyco luc inh -1, MC4R ag barr 0.8, ABCB6 inh 2 97, Granule exo inh -7, hiPSC survival 0.4 and MC4R antag cAMP 20.
